TDP43 rescue – inhibitors of TDP-43 toxicity in yeast. Potency, µM (top dose mostly 46.1 µM), for inactives: top-dose growth rescue (activation), most hits filed as activators. 1.8% of 410,000 active. TDP-43 expressing yeast growth rescue, BacTiter-Glo, 24 h; also: potency is read from the fitted curve at half-maximal effect; % of control where 0% means no effect; nearly all actives have a fitted effect of over 50% in size
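Yeast expressing TDP-43 (pregrown in raffinose, seeded at OD600=0.02 in galactose medium) exposed to compounds 24 hr at 30 deg C. Growth read by BacTiter-Glo luminescence; rescue of toxicity appears as increased signal.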
DRD3 agonist – activates the human D3 dopamine receptor; D3R DiscoveRx beta-arrestin cells, luminescence, 90 min; max activation, %; 0.58% of 410,000 active; AID 652048; in the data active = max activation above about 30%; also: 0% is about no effect; mostly tested at two doses, the higher about 12 µM
Target sequence (P35462 whole entry, looked up): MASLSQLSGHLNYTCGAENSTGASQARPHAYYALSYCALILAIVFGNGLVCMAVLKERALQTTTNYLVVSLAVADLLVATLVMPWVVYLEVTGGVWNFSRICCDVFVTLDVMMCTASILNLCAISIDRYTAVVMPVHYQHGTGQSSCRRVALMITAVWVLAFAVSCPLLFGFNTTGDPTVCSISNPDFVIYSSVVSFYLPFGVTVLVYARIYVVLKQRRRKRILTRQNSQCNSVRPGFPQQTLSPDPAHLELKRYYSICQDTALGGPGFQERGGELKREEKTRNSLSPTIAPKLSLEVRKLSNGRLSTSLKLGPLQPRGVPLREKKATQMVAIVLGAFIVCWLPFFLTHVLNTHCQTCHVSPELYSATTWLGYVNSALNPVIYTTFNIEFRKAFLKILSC
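Agonist-mode cell screen: cells plated at 1500/well and incubated overnight at 37 °C, then exposed to library compounds for 90 min at 37 °C. Detection reagent was added for 30–60 min at room temperature, and luminescence was read.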
DRD3 antagonist – blocks the human D3 dopamine receptor. P35462. 2.5% of 360,000 active. max response, negative = inhibition, %. D3R cells, DiscoveRx beta-arrestin luminescence, antagonist mode; hits give low values; in the data active = max response below about -50%; inconclusive = no clear call, values can overlap the other calls; also: % is scaled to controls: 0 for no effect and ±100 for the full control effect; mostly tested at two doses, the higher about 12 µM
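Cells expressing the human receptor were seeded at 1500 cells/well, incubated overnight at 37 degrees C in 5% CO2, then exposed to library compounds with dopamine controls for 90 minutes at 37 degrees C before luminescent detection.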
aSyn yeast inh – inhibitors of alpha-synuclein toxicity in yeast | Yeast expressing alpha-synuclein, growth rescue, BacTiter-Glo, 24 h | Potency, µM (highest dose often 46.1 µM), for the others: at the top dose growth rescue (activation), actives largely listed as activators | 0.14% of 370,000 active | AID 652106; also: potency is read from the fitted curve at half-maximal effect; % of control where 0% means no effect; nearly all actives have a fitted effect of over 65% in size
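Galactose-induced alpha-syn yeast (OD600=0.02, raffinose-pregrown) + pinned cpd, 24 hr, 30 deg C; growth by BacTiter-Glo luminescence. Growth restoration scores as activation.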
GLP-1R inv ag – GLP-1 receptor (human) inverse agonism; HEK293 GLP-1R CRE-luciferase, luminescence, 24 h; GLP-1R form is constitutively active; Potency, µM (series often up to 38.3 µM), inactives show at the highest dose activity change, negative = inhibition, actives largely listed as inhibitors; 1.6% of 410,000 active; P43220; also: potency is read from the fitted curve at half-maximal effect; % is scaled to controls: 0 for no effect and ±100 for the full control effect; nearly all actives have a fitted effect of over 55% in size
Target sequence (P43220 whole entry, looked up): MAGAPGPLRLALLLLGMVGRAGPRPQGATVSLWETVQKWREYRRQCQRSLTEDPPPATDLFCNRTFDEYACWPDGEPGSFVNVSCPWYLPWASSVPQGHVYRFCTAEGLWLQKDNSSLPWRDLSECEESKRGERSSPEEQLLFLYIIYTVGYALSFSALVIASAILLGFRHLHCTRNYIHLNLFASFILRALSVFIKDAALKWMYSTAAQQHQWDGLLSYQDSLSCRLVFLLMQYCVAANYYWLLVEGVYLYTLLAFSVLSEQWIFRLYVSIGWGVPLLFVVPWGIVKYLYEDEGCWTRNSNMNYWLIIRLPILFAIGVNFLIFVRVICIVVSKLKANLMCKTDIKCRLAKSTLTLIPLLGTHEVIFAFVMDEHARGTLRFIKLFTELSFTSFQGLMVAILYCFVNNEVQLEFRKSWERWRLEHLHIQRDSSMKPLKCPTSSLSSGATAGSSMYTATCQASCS
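Inverse agonism was detected as reduced cAMP-driven luciferase luminescence after 24 h compound treatment. The cells were HEK293 clones expressing constitutively active human GLP-1R with the reporter. Reporter-only and GPR119 cell lines served as counterscreen controls.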
GLP1R ag – activates the human GLP-1 receptor; P43220; HEK293 GLP-1R CRE-luciferase, luminescence, 4-6 h; cells express a hypersensitive GLP-1R form; Potency, µM (highest dose often 45.6 µM), for inactives: at the highest dose activation, hits mostly activators; 0.007% of 380,000 active; AID 624172; also: potency is read from the fitted curve at half-maximal effect; % of control where 0% means no effect
GLP1R cytotox – cytotoxicity in counter-screen for GLP-1R inverse agonists. Potency, µM (series often up to 38.3 µM), without a hit: at the top dose activity change, negative = inhibition, usual class: inhibitors. 0.13% of 410,000 active. HEK293 cAMP-luciferase reporter cells, luminescence, 24 h;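 also: loss of luciferase light is scored as toxicity; potency is read from the fitted curve at half-maximal effect; % is scaled to controls: 0 for no effect and ±100 for the full control effect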
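Cells in DMEM/10% Nu serum/1% pen-strep, 1536-well format. Pre-incubated 12 h, dosed with 23 nL compound, incubated a further 24 h. Luciferase detection, 12 min at room temp, luminescence.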
KB-V1 cytotox – kills drug-selected multidrug resistant KB-V1 cells. AID 1347076. 3.4% of 400,000 active. Potency, µM (highest dose often 46.1 µM), inactives show at the top dose activity change, negative = cytotoxicity, most hits filed as cytotoxic. KB-V1 MDR cells viability, CellTiter-Glo, 72 h; also: potency is read from the fitted curve at half-maximal effect; % is scaled to controls: 0 for no effect and ±100 for the full control effect; nearly all actives have a fitted effect of over 60% in size
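Readout: CellTiter-Glo luminescence, 10 min after addition. Cells: KB-V1 MDR subline, 72 h at 37 degrees C with compound. Analysis: corrected, normalized data fitted to concentration-effect curves.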
PTHR1 agonist – PTHR1 (human) receptor agonism. Q03431. HEK293 GP2 PTHR1 cells, GloSensor cAMP luminescence, 1 h. Potency, µM (highest dose often 115 µM), for inactives: at the highest dose activation, most hits filed as activators. 0.075% of 410,000 active. AID 743266; also: potency is read from the fitted curve at half-maximal effect; nearly all actives have a fitted effect of over 55% in size; some results filed as inactive show a strong effect at the top dose; inactives centre near -15; many of its hits are not listed in these tables
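HEK-293-derived GP2 cells expressing PTHR1 and a GloSensor cAMP reporter, 3,000/well, plated overnight, given luciferin plus IBMX (each 0.5 mM as added) for 1 h at 37 °C, then compound for 1 h at 37 °C. Luminescence was read after 15 min at room temperature.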
Active calls of the source: *; i = inactive; ? = inconclusive; nt = no result given; & = joins results of further samples; ! = a repeat was not active; [ ] = dose if it differs, or a comment. Unless noted, calls follow the shape of the dose curve; as a rule, active = well fitted curve in the direction sought with a large enough effect; inconclusive = small, poorly fitted or top-dose-only effect, or another doubt; inactive = no such curve, though single readings can be large; an effect the other way counts as inactive or inconclusive. Some of the compounds tested; count on the stated rates, not on these rows.

SMILES	TDP43 rescue	DRD3 agonist	DRD3 antagonist	aSyn yeast inh	GLP-1R inv ag	GLP1R ag	GLP1R cytotox	KB-V1 cytotox	PTHR1 agonist
COc1ccc(OCCC(=O)OCC(=O)NC(=O)NC(C)C)cc1	0%	-1	13	3%	7%	-6%	-19%	21%	i
CCOc1ccc(CCN2C(=S)N([C@@H](Cc3ccccc3)CN3CCC[C@@H]3CN3C(=S)NC[C@@H]3Cc3ccc(O)cc3)C[C@@H]2CC(C)C)cc1	17%	-2	0	-43%[inhibitor]	?	1%	0%	2%	-14%
CCCCCn1c(=O)[nH]c2cc(C(=O)N3CCN(c4ccccc4)CC3)ccc2c1=O	24%	10	nt	nt	7%	0%	2%	-13%	-31%[inhibitor]
CC(C(=O)NC1=NCCS1)N1C(=O)c2ccccc2C1=O (stereo not given)	14%	-1	21	0%	5%	-8%	-3%	18%	i
Cc1ccc(NC(=S)c2nc3ccccc3[nH]2)cc1	?	1	124	-22%	0%	1%	-3%	23µM*	-47%[inhibitor]
Cc1cc(C(F)(F)F)n(-c2nc(C(=O)N/N=C/c3ccc(F)cc3)cs2)n1	21%	4	11	0%	8%	-3%	-14%	?	i
COc1cc(OC)c(/C=N/NC(=O)COc2cccc3cccnc23)c(OC)c1	17%	0	-5	2%	1%	15%	8%	0%	i
CCOc1ccc(C(=O)NCC(=O)N2CCN(Cc3ccccc3)CC2)cc1	-5%	2	3	-12%	-28%	3%	24%	-2%	-1%
O=C(Cn1cc(C(=O)C2CC2)c2ccccc21)NCc1ccc2c(c1)OCO2	5%	3	26	-1%	6.3µM*	0%	-23%	-16%	i
CC1CN(C(=S)NC2CCCC2)CC(C)O1 (stereo not given)	-3%	1	0	1%	6%	1%	1%	7%	10%
Cc1ccccc1SCC(=O)NCC1(N2CCCCC2)CCCCC1	6%	2	0	0%	-28%	0%	2%	-8%	-10%
COCCCN1C(=O)C(CC(=O)NC2CCCC2)CC(C(=O)N(C(C)C)C(C)C)=C1C (stereo not given)	15%	1	3	1%	21%	10%	-6%	10%	-9%
CC(NC(=O)c1ccccc1)C(=O)NNC(=O)c1ccccc1Cl (stereo not given)	10%	1	1	3%	10%	-2%	-3%	30%	-9%
CCC(=O)Oc1ccc(C2N(C(=O)CC)CCN2S(=O)(=O)c2ccc(C)cc2)cc1OC (stereo not given)	1%	-1	11	6%	4%	0%	1%	-4%	-17%
Cn1cccc1CNC(=S)Nc1ccccc1F	-11%	-15	-1	0%	-7%	2%	42%[activator]	22%	i
O=C1NC(=O)C2C3c4ccccc4C(c4ccccc43)C12 (stereo not given)	-19%	-9	3	0%	-10%	-1%	4%	0%	10%[57.5 µM]
COc1cccc2c1CCC1=CC(=O)CCC12C (stereo not given)	12%	-14	-10	6%	5%	7%	9%	-40%	i
CC(C)(C)OC(=O)N1CCC(CC2CC(c3ccc(Cl)cc3)=NO2)(C(=O)NCC2CCCCC2)CC1 (stereo not given)	-15%	-3	-15	-7%	-48%	17%	7%	-24%	i
O=C(/C=C/Nc1ccccc1)c1ccc(Oc2ncccn2)cc1	-25%	2	9	?	40%[activator]	-12%	4%	8%	-5%[57.5 µM]
Cc1cc(N)n2nc(-c3ccccc3)cc2n1	-47%[inhibitor]	-12	-6	-45%[inhibitor]	?	-2%	9%	?	i
CN(C)c1ccc(CNC(=O)/C=C/[C@H]2O[C@@H](n3ccc(=O)[nH]c3=O)[C@H](O)[C@@H]2O)cc1	0%	6	1	-6%	30%[activator]	3%	1%	-3%	-19%
CC(C(=O)NCc1ccccc1)N(Cc1ccccc1Cl)C(=O)c1snc(C(N)=O)c1N (stereo not given)	-9%	-6	1	7%	?	8%	3%	-16%	-11%
COc1ccc(-c2ccc(OC)cc2)cc1	8%	2	?	-2%	-1%	-2%	0%	8%	i
COCCCNC(=O)c1cc2c(=O)n3cccc(C)c3nc2s1	-2%&27%	32*!	-3	-22%	37%&12%[activator]	-4%	25%&-11%	-34%&-25%	-15%
CN(C)C(CNC(=O)CCS(=O)(=O)c1ccccc1)c1ccccc1 (stereo not given)	12%	6	11	2%	-1%	6%	1%	-5%	i

Further records.
SMILES	TDP43 rescue	DRD3 agonist	DRD3 antagonist	aSyn yeast inh	GLP-1R inv ag	GLP1R ag	GLP1R cytotox	KB-V1 cytotox	PTHR1 agonist
CCOc1ccccc1N1C(=O)c2ccc(C(=O)O)cc2C1=O	3%	-1	54	2%	23%	0%	-21%	?	i
C=CCCCCCCCCC(=O)N1CCN(c2cc3c(cc2F)c(=O)c(C(=O)O)cn3CC)CC1	-24%	4	3	-2%	10%	0%	0%	-1%	i
Cc1ccc(Nc2c(-c3ccsc3)nc3c(C)cccn23)cc1	3%	2	nt	-4%	?	nt	3%	-5%	-77%[inhibitor]
COc1ccc(C)cc1NC(=O)C1C2C=CC(C2)C1C(=O)O (stereo not given)	-14%	-4	-24	-1%	-2%	-3%	5%	3%	-55%[inhibitor]
O=c1[nH]c(N2CCN(Cc3ccccc3)CC2)nc2c1CCC2	-5%	-7	-9	-1%	4%	3%	16%	25%	?
O=C(/C=C/Nc1ccccc1C(=O)O)c1cccs1	13%	4	18	23%	8%	14%	-6%	-4%	-28%
O=C1NCCCCC1NC1CC(=O)N(c2ccccc2)C1=O (stereo not given)	4%	8	-14	7%	8%	-4%	-2%	1%	i
CCn1c(SCC(=O)Nc2cc(C)on2)nc2c1c(=O)n(C)c(=O)n2C	-5%	9	20	-2%	4%	-8%	3%	-6%	17%[57.5 µM]
O=C(Nc1nc(-c2ccc(S(=O)(=O)N3CCCCCC3)cc2)cs1)c1ccccc1	-1%	14	16	1%	0%	-17%	3%	-8%	i
CSc1ccccc1NC(=O)CN(C)C(=O)Cc1c(F)cccc1Cl	7%	11	3	-2%	-5%	13%	19%	-15%	-1%
COc1cccc(CN2CC(C(=O)NCc3cccc(N4CCCC4)c3)CCC2=O)c1 (stereo not given)	2%	2	-13	5%	-20%	-2%	-9%	-13%	i
Nc1nc(SCC(=O)N2CCN(S(=O)(=O)c3ccc(Cl)cc3)CC2)n[nH]1	15%	-8	1	1%	14%	-1%	1%	-2%	-13%
COc1cc(NC(=O)CSc2nnc3n2C(C)(C)Cc2ccccc2-3)cc(OC)c1	1%	-3	17	0%	10%	14%	3%	-18%	-56%[inhibitor][57.5 µM]
CC(C)(C)C(=O)Nc1nc(=S)ss1	?	7	0	-30%[inhibitor]	0%	2%	9%	?	-43%[inhibitor]
COc1ccccc1C(=O)NC(CCSC)C(=O)Nc1ccc(C)c(S(=O)(=O)N2CCOCC2)c1 (stereo not given)	-3%	1	-6	-1%	9%	6%	1%	-1%	-17%
COc1ccc(CCNC(=O)Nc2nc(C(N)C3CCCCC3)cs2)cc1OC (stereo not given)	0%	-5	?	-1%	?	7%	2%	3%	-24%
CCN(CC)C(=O)c1sc2c(c1C)c(=O)n(-c1ccc(OC)cc1OC)c(=O)n2CC(=O)Nc1ccccc1	?	3	nt	nt	-3%	nt	10%	?	1%
CC(C)OC(=O)[C@H]1[C@H](c2ccc(Cl)cc2)[C@@](C#N)(C(N)=O)[C@@H]2C=CC(C(N)=O)=CN21	-12%	-13	?	2%	4%	-6%	8%	-7%	-6%[57.5 µM]
Cc1nccc2oc(=O)c(NC(=O)c3ccc(Cl)cc3)cc12	-10%	-3	3	11%	17%	4%	-11%	-17%	i
CC(C)NC(=O)CC1OC(=O)c2ccccc21 (stereo not given)	-3%	-5	-9	-1%	2%	-11%	-8%	7%	-2%[57.5 µM]
Clc1ccc(NCc2nc3ccccc3n2CCOc2ccccc2)cc1	0%	3	nt	nt	-15%	nt	-18%	-20%	-95%[inhibitor]
Cc1ccc(-n2[nH]c(C)c(/C=N/Nc3ccc([N+](=O)[O-])cc3[N+](=O)[O-])c2=O)cc1	-18%	-21	-56*	-30%[inhibitor]	-3%	-10%	-17%	16µM*	-54%[inhibitor]
NC(=O)c1ccccc1NC(=O)Cc1cccs1	-10%[1.82 µM]	-4	1	6%	8%	16%	8%	5%	i
N#C/C(=N/Nc1ccc([N+](=O)[O-])cc1)C(=N)N1CCCCC1	-17%	-12	-54*	-9%	?	5%	11µM*	-7%	-20%
O=C(C1CC(c2ccc(F)cc2)=NO1)N1CCN(Cc2ccccc2)CC1 (stereo not given)	2%	0	11	?	?	13%	-14%	11%	-74%[inhibitor]

Part of the list above with just DRD3 agonist.
compound	DRD3 agonist
Cc1ccc(-n2[nH]c(C)c(/C=N/Nc3ccc([N+](=O)[O-])cc3[N+](=O)[O-])c2=O)cc1	-21
Cc1nccc2oc(=O)c(NC(=O)c3ccc(Cl)cc3)cc12	-3

(more compounds)
SMILES	TDP43 rescue	DRD3 agonist	DRD3 antagonist	aSyn yeast inh	GLP-1R inv ag	GLP1R ag	GLP1R cytotox	KB-V1 cytotox	PTHR1 agonist
N/C(=N\OC(=O)COc1cc(Cl)c(Cl)cc1Cl)c1ccncc1	-14%	-9	-10	-2%	27%	-4%	4%	-1%	-18%
O=C1CCC(=O)N1c1ccccc1	-9%	0	1	-4%	4%	2%	-21%	0%	-21%
O=C(CCS(=O)(=O)c1ccc(Cl)cc1)N1CCN(S(=O)(=O)c2cccs2)CC1	-2%	1	2	3%	?	-3%	-21%	?	-4%
Cc1nc2sc3c(c2c(=O)o1)CC(C)(C)OC3	8%	1	17	2%	1%	-7%	-9%	5%	i
Cc1ccc(C(=O)CSc2nnnn2Cc2ccccc2)cc1C	-3%	14	9	2%	-14%	22%	-2%	-12%	-8%
CCNc1ccc(Br)cc(C(=O)/C=C/c2ccccc2Cl)c1=O	-31%[inhibitor]	-16	-14	28%	0%	-9%	?	23µM*	-23%[57.5 µM]

Screening data deposited in PubChem by National Center for Advancing Translational Sciences (NCATS).
